Bioassay records as filed in PubChem BioAssay.
ABHD4 inh: inhibits mouse alpha/beta hydrolase domain 4; 0.54% of 370,000 active; purified mABHD4, FP-Rh probe fluorescence polarization; Q8VD66; inhibition, % at 8.92 µM;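 active = inhibition exceeding the mean over every tested compound plus 3 SD, cut at about 30% in these data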;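 also: 0% = plate median of compound wells and 100% = S159A mutant with DMSO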
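Material: mouse ABHD4 enzyme, wild type; Benchmarks: S159A mutant high control, sample median low control; Buffer or medium: HEPES pH 7.0, NaCl, Pluronic buffer; Signal: fluorescence polarization; Read-out: percent inhibition of probe binding, normalized to plate controls; Timing: pre-incubation 45 min, probe exposure 60 min, at 25 °C; Dosing: 8.92 µM, single dose.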
TDP2 absorb: blocks human TDP2 phosphodiesterase activity; recombinant TDP2, T5PNP hydrolysis, p-nitrophenol absorbance 415 nm; inhibition, % at 12.8 µM; 0.34% of 370,000 active; O95551; AID 720702;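 active = inhibition above the mean of all tested compounds plus 3 SD, set per campaign, cut at about 25% in these data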;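 also: 0% = DMSO with enzyme and 100% = buffer with substrate but no TDP2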
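System – recombinant human TDP2 · Amount – 120 nM TDP2 per well · Buffer or medium – Mg2+-containing Tris-HCl buffer, pH 7.5 · Reagent – T5PNP substrate, 5 mM · Dosing – 12.8 µM single point, 1% DMSO · Incubation – 2 h at 37 °C · Measured by – epi absorbance · Read-out basis – percent inhibition · Benchmarks – high control without enzyme, low control DMSO plus TDP2 · Repeats – singlicate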
NR1D1 modulator: modulates human Rev-erb alpha binding to DNA; P20393; Rev-erbα–FITC-DNA binding, fluorescence polarization, 90 min; activity, % at 10 µM; 0.79% of 370,000 active; AID 1259318;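 active = activity above about 14%, limit read from the data; passing the limit was not always enough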;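 also: 0% = DMSO wells with 35 nM protein and 100% = DMSO wells with 750 nM protein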
Target sequence (P20393 whole entry, looked up): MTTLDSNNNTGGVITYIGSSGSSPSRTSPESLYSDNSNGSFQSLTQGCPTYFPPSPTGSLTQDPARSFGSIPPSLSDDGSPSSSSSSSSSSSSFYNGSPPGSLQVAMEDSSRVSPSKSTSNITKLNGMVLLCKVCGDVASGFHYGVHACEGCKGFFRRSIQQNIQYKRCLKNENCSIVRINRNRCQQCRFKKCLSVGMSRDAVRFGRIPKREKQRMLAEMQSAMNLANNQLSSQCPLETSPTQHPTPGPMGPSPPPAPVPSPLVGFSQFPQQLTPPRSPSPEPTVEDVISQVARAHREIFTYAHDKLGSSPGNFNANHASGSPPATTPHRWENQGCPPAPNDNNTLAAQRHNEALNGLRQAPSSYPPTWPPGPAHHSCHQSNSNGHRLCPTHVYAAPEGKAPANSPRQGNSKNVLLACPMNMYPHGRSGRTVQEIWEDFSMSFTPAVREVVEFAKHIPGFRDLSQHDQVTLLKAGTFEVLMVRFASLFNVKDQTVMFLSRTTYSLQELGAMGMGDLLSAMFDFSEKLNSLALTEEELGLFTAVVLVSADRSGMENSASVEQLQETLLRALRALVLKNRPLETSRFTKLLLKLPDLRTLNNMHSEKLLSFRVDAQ
PG9 binder: small molecules binding HIV-1 gp120 antibody PG9; TR-FRET gp120-PG9 antibody binding; inhibition, % at 6.7 µM; 0.43% of 360,000 active; in the data active = inhibition above about 8.5%
LEDGF integ inh: blocks HIV-1 LEDGF/p75-dependent DNA integration; TR-FRET IN-LEDGF/p75 DNA integration, Eu/Cy5; inhibition, % at 3.7 µM; 0.64% of 370,000 active; AID 743269;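 active = inhibition above the screen-wide mean plus 3 SD, cut at about 13% in these data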;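 also: signal is the Cy5 over europium emission ratio at 671 and 618 nm; 0% = plate median of compound wells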
SIAE inh: human SIAE inhibition, primary screen. 0.69% of 370,000 active. inhibition, % at 9.66 µM. Q9HAT2. SIAE FP-Rh probe binding, fluorescence polarization;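 active = inhibition above a cutoff: mean of compounds within the control limits plus 3 SD of those, cut at about 17% in these data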;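 also: 0% = plate median of compound wells and 100% = probe without SIAE protein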
Target sequence (Q9HAT2 whole entry, looked up): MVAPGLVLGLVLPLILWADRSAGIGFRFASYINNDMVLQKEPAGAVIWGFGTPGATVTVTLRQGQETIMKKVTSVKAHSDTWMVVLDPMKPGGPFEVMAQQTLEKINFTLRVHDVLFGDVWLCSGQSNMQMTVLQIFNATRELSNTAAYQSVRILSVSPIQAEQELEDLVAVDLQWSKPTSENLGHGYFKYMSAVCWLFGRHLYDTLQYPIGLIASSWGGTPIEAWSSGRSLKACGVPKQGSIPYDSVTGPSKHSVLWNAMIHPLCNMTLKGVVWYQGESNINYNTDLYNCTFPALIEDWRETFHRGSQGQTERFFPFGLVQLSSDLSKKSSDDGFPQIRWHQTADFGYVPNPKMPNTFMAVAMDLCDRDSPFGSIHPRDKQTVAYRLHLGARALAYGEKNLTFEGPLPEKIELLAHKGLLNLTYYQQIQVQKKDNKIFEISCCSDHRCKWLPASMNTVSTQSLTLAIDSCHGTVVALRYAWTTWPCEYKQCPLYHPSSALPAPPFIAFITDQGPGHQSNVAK
TCR-CD3 inh: inhibitors of human TCR-CD3 interaction; TAMRA-labeled TCR probe fluorescence, biochemical; inhibition, % at 9.4 µM; 0.37% of 360,000 active; AID 651800; in the data active = inhibition above about 19%;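 also: recombinant mutant TCR 2C K166C tagged with TAMRA read by polarization; 0% = receptor in buffer alone and 100% = receptor with positive control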
rCAG binder: molecules binding r(CAG) RNA repeats. r(CAG) RNA repeat, TO-PRO-1 dye displacement fluorescence. inhibition, % at 3 µM. 1.3% of 370,000 active. AID 651821;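 active = inhibition above the plate cutoff, the mean of all test compounds on that plate plus 3 SD, cut at about 35% in these data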;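 also: 0% = DMSO alone and 100% = 100 µM mitoxantrone as full dye displacement; higher means more dye released from RNA so lower well fluorescence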
PRMT1 FP inh: inhibitors of human PRMT1 | recombinant PRMT1, activity-based probe fluorescence polarization | inhibition, % at 2.79 µM | 1.3% of 370,000 active;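 active = inhibition above about 21% made by adding two undisclosed values, limit read from the data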
HTRA1 inhibitor: inhibitors of human serine peptidase HTRA1 | 0.5% of 340,000 active | inhibition, % at 5.96 µM | Q92743 | recombinant HTRA1, FP-rhodamine activity-based probe, fluorescence polarization; in the data active = inhibition above about 36%;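 also: 0% = enzyme with DMSO and 100% = wells lacking enzyme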
The depositor's hits bear a star; . = not tested or not shown. Only part of the results is shown, so the mix of outcomes need not match the whole.

1) Cc1ccccc1NC(=S)NCCc1c[nH]c2ccccc12
2) CC(=O)c1ccc(NC(=O)c2cc(S(=O)(=O)N3CCOCC3)ccc2C)cc1
3) CCc1nc(SCC(=O)Nc2ccc(N(CC)CC)cc2)n[nH]1
4) O=C1NC(=Nc2ccccc2Cl)S/C1=C\c1cccc([N+](=O)[O-])c1O
5) COc1ccc(OC)c(/C=N/NC(=O)C(=O)N2CCCCCC2)c1
6) COc1ccc(OC)c(C2=NS(=O)(=O)N(C)C(C(=O)Nc3cccc(C(C)=O)c3)=C2)c1
7) COc1ccc(Cn2c(C)nc3ccc([N+](=O)[O-])cc3c2=O)cc1
8) COC(=O)c1ccc(N2CCN(C)CC2)c(NC(=O)c2cccs2)c1

assay / compound	1	2	3	4	5	6	7	8
ABHD4 inh	0.9	-5.6	1.9	52.8*	0.7	-3.9	6.5	0.6
TDP2 absorb	13.4	1.8	-4.8	0.7	-13.4	-2.5	4.5	-10.1
NR1D1 modulator	-2.8	-3.1	-3.6	-3.2	7.4	-3.8	-4.3	2.8
PG9 binder	-1.4	-1.6	-0.5	-1.1	-0.7	0.2	-1.4	0.3
LEDGF integ inh	-0.5	7.0	0.9	9.5	1.9	1.4	1.7	0.0
SIAE inh	9.6	-6.0	-0.3	2.2	-8.0	-3.4	2.2	-1.6
TCR-CD3 inh	6.0	1.8	0.1	-8.0	-9.9	2.8	-2.4	3.3
rCAG binder	0.7	0.4	3.2	89.3*	-5.7	8.2	2.6	-3.4
PRMT1 FP inh	-0.7	-2.3	1.1	20.3	-2.6	-0.1	-0.6	-1.0
HTRA1 inhibitor	-1.3	-3.9	-4.2	55.0*	42.5*	-16.8	-2.3	1.4

One compound at a time (already shown).
Listed for CC(=O)c1ccc(NC(=O)c2cc(S(=O)(=O)N3CCOCC3)ccc2C)cc1 → ABHD4 inh: -5.6; TDP2 absorb: 1.8; NR1D1 modulator: -3.1; PG9 binder: -1.6; LEDGF integ inh: 7.0; SIAE inh: -6.0; TCR-CD3 inh: 1.8; rCAG binder: 0.4; PRMT1 FP inh: -2.3; HTRA1 inhibitor: -3.9
Listed for O=C1NC(=Nc2ccccc2Cl)S/C1=C\c1cccc([N+](=O)[O-])c1O → ABHD4 inh: 52.8*; TDP2 absorb: 0.7; NR1D1 modulator: -3.2; PG9 binder: -1.1; LEDGF integ inh: 9.5; SIAE inh: 2.2; TCR-CD3 inh: -8.0; rCAG binder: 89.3*; PRMT1 FP inh: 20.3; HTRA1 inhibitor: 55.0*

Along the list, quoted from above:
Compounds 1 to 8 in PRMT1 FP inh read -0.7, -2.3, 1.1, 20.3, -2.6, -0.1, -0.6, -1.0
Compounds 1 to 8 in HTRA1 inhibitor read -1.3, -3.9, -4.2, 55.0*, 42.5*, -16.8, -2.3, 1.4
Compounds 1 to 8 in ABHD4 inh read 0.9, -5.6, 1.9, 52.8*, 0.7, -3.9, 6.5, 0.6

(further entries)
9) CCCn1cnnc1CNC(=O)C1CCC(=O)N(CCCc2ccccc2)C1 (stereo not given)
10) CC1(C)CC(C(CC(=O)O)c2ccccc2)CCO1 (stereo not given)
11) Cc1cc(C)n(CC(=O)NNC(=O)c2ccc(S(C)(=O)=O)cc2)n1
12) O=C(c1ccc(COc2ccccc2Br)o1)N1N=C(C(F)F)CC1(O)C(F)F (stereo not given)
13) CCOc1ccccc1N1CCN(C(=O)/C=C/c2cccc([N+](=O)[O-])c2)CC1
14) O=C(NC1CCCC1)c1ccc(CSc2nc3ccncc3n2Cc2ccc(F)cc2)cc1
15) Cc1ccc(C)c(N2N=C(C(=O)OCC(=O)N(C)c3ccccc3)CCC2=O)c1
16) CN(Cc1ccccc1)C(=O)c1[nH]c(C(F)(F)F)nc1-c1ccccc1

assay / compound	9	10	11	12	13	14	15	16
ABHD4 inh	1.5	1.8	-7.0	-13.1	6.5	-11.2	-0.1	-3.7
TDP2 absorb	-7.3	-9.5	-6.1	3.5	-6.8	8.2	-16.9	6.8
NR1D1 modulator	2.5	-2.2	-6.0	-3.5	3.9	6.8	-6.2	-3.4
PG9 binder	-1.4	-0.2	-0.3	0.6	0.4	-1.9	-1.1	-1.0
LEDGF integ inh	0.7	0.6	1.4	-4.5	-0.8	-3.4	-6.7	-3.1
SIAE inh	1.2	-2.6	2.0	-4.7	11.4	-1.9	-3.0	2.2
TCR-CD3 inh	5.1	1.5	-3.9	-9.7	-3.7	-4.7	-5.7	7.7
rCAG binder	-2.8	-1.4	2.8	4.4	-4.6	0.8	-4.9	7.8
PRMT1 FP inh	-1.4	-2.3	-4.6	3.8	2.9	4.0	3.2	-0.5
HTRA1 inhibitor	3.8	2.1	5.5	-11.8	-2.0	-10.0	0.5	.

Given in markdown: entries from further up.
| entry | Molecule | ABHD4 inh | TDP2 absorb | NR1D1 modulator | PG9 binder | LEDGF integ inh | SIAE inh | TCR-CD3 inh | rCAG binder | PRMT1 FP inh | HTRA1 inhibitor |
| --- | --- | --- | --- | --- | --- | --- | --- | --- | --- | --- | --- |
| 6 | COc1ccc(OC)c(C2=NS(=O)(=O)N(C)C(C(=O)Nc3cccc(C(C)=O)c3)=C2)c1 | -3.9 | -2.5 | -3.8 | 0.2 | 1.4 | -3.4 | 2.8 | 8.2 | -0.1 | -16.8 |
| 7 | COc1ccc(Cn2c(C)nc3ccc([N+](=O)[O-])cc3c2=O)cc1 | 6.5 | 4.5 | -4.3 | -1.4 | 1.7 | 2.2 | -2.4 | 2.6 | -0.6 | -2.3 |
| 8 | COC(=O)c1ccc(N2CCN(C)CC2)c(NC(=O)c2cccs2)c1 | 0.6 | -10.1 | 2.8 | 0.3 | 0.0 | -1.6 | 3.3 | -3.4 | -1.0 | 1.4 |

Remaining list, next part
17) CCC(CC)Nc1ccc(C(CC(N)=O)NC(=O)Cc2ccc(Br)cc2)cc1[N+](=O)[O-] (stereo not given)
18) NC(=S)NN=CCn1cc([N+](=O)[O-])c(=O)[nH]c1=O
19) CCOc1ccc(NC(=O)CSc2nc3[nH]ncc3c(=O)n2-c2ccccc2OC)cc1
20) CCS(=O)(=O)N1CCN(c2c(Cl)cccc2[N+](=O)[O-])CC1
21) CC(C)CC[n+]1ccccc1/C=C/c1ccc(N(C)C)cc1
22) O=C(OCc1cc2ccccc2[nH]c1=O)c1ccncc1
23) CCCCOc1cc(CC2CNC(=O)N2)ccc1OC (stereo not given)
24) O=C(NCc1cc(C(F)(F)F)ccc1Cl)c1cccc2c1C(=O)c1ccc(N3CCCCC3)cc1S2(=O)=O

assay / compound	17	18	19	20	21	22	23	24
ABHD4 inh	4.4	4.6	0.2	-1.5	-135.3	-2.0	7.7	3.6
TDP2 absorb	8.4	-1.8	3.6	-3.3	-21.6	8.5	10.2	6.4
NR1D1 modulator	6.3	-4.7	-1.0	1.7	31.6*	-2.4	-1.7	14.2
PG9 binder	-0.8	-0.4	-0.6	0.2	-11.3	0.8	-1.0	1.7
LEDGF integ inh	-0.9	-1.9	-1.4	2.5	-0.7	-0.7	-0.4	1.6
SIAE inh	-1.1	3.8	1.7	4.1	-59.2	-1.6	7.3	-1.0
TCR-CD3 inh	-0.1	1.7	-2.0	3.5	-28.6	-3.4	-5.1	-13.2
rCAG binder	4.4	1.6	2.1	-1.8	-112.2	-1.2	-0.2	1.8
PRMT1 FP inh	-0.9	23.8*	2.0	1.1	-0.4	-2.2	3.2	0.9
HTRA1 inhibitor	-0.3	3.5	-6.6	-1.5	-25.5	1.7	6.9	-10.3

25) CSCCC(NS(=O)(=O)c1ccc(C)cc1)C(=O)N1CC=C(c2ccccc2)CC1 (stereo not given)
26) Nc1c(Cl)cc(-c2cn(CCC(=O)O)c(-c3ccncc3)n2)cc1Cl
27) CCOC(=O)N1CCN(C(=O)CN(CC)S(=O)(=O)c2cc(C)ccc2OC)CC1
28) O=C(c1cccc(COCC(F)(F)C(F)F)c1)N1CCN(c2ccccc2)CC1
29) Cc1c(OCC(=O)N[C@@H](CSCc2ccccc2)C(=O)O)ccc2c3c(c(=O)oc12)CCC3
30) O=C(OCC(=O)N1CCN(c2ccccc2)CC1)c1ccccc1OC(F)F
31) O=C(COC(=O)C1CCCCC1)NCc1ccc(Cl)cc1
32) Cc1cccc(C(=O)Nc2ccccc2SCC(=O)Nc2ccc(C)c(Cl)c2)c1

assay / compound	25	26	27	28	29	30	31	32
ABHD4 inh	-4.3	3.4	-3.2	-6.8	-2.9	-0.6	4.0	-1.1
TDP2 absorb	-0.9	-1.4	15.0	-20.7	9.3	-1.3	1.4	16.4
NR1D1 modulator	-3.3	1.6	3.6	-0.6	-2.6	-0.2	2.1	1.2
PG9 binder	0.8	-4.7	-0.9	-3.5	-1.3	-1.9	0.6	0.8
LEDGF integ inh	-1.6	2.0	2.0	6.3	-1.6	-1.1	0.1	4.3
SIAE inh	1.9	1.3	0.1	-3.7	-4.1	-0.1	9.2	4.0
TCR-CD3 inh	1.8	7.9	9.0	4.4	5.9	0.6	-6.6	4.2
rCAG binder	-0.4	-0.2	-5.9	-7.6	7.0	-6.7	-1.4	2.9
PRMT1 FP inh	-2.9	1.6	-0.2	-3.6	-1.9	0.6	-1.7	-0.5
HTRA1 inhibitor	-3.8	13.3	-14.4	-4.0	-3.8	3.9	0.1	-8.9

33) CCOc1ccc(-c2nnn(CC(=O)NCc3ccc(F)cc3)n2)cc1OCC
34) CC1(C)CC(=O)C2=C(C1)N(c1ccccc1)C(=O)CC2c1ccsc1 (stereo not given)
35) NC(=O)c1ccc(C(F)(F)F)cn1
36) COc1ccc(C(C#N)=Cc2cccc(OC)c2OC)cc1
37) CCN(CC)CCCn1c(C)cc2c(c1=O)C(c1ccccc1)C(C#N)=C(N)O2 (stereo not given)
38) O=C(c1ccccc1-c1ccccc1)N1CCCC1
39) O=C1Nc2ccccc2S/C1=C/Nc1cccc(Cl)c1
40) CC1Nc2ncnc(N3CCOCC3)c2N(Cc2ccc(Cl)cc2)C1=O (stereo not given)
41) O=C1c2ccccc2C(=O)N1CC(O)COc1cccc2ccccc12 (stereo not given)
42) CCCC1CCC(c2ccc(C(N)=O)cc2)CC1 (stereo not given)

assay / compound	33	34	35	36	37	38	39	40	41	42
ABHD4 inh	-2.0	0.3	-3.1	-6.5	2.5	5.3	9.8	-0.2	-7.9	1.1
TDP2 absorb	-8.4	12.4	0.4	-20.7	3.7	6.7	10.4	3.5	-0.8	10.5
NR1D1 modulator	3.8	2.9	-0.1	-2.2	1.7	-2.5	6.0	-2.9	4.2	2.2
PG9 binder	-0.8	0.7	-2.8	-3.0	-1.7	0.6	-5.8	-2.8	2.0	1.0
LEDGF integ inh	-1.1	-2.4	-1.0	3.9	-0.9	0.2	-3.9	1.3	0.9	6.1
SIAE inh	-16.3	1.9	-7.8	-11.4	0.5	-1.3	10.3	2.5	-11.7	-0.5
TCR-CD3 inh	4.9	3.3	-7.4	-8.0	0.5	3.8	3.5	1.4	0.8	-2.4
rCAG binder	-1.3	1.1	2.4	-0.6	11.7	-4.3	7.6	-0.7	3.3	1.4
PRMT1 FP inh	1.1	-1.3	4.3	-4.2	-5.6	-4.9	16.3	-1.1	-1.9	-0.3
HTRA1 inhibitor	0.2	2.5	18.6	-17.9	1.2	3.9	13.5	-4.0	.	0.2
